JMJD2E inh: JMJD2E (human) inhibition; B2RXH2; JMJD2E catalytic domain, FDH-coupled NADH fluorescence (FDH is formaldehyde dehydrogenase); Potency, µM (series often up to 57.1 µM), for the others: at the top dose activity change, negative = inhibition, actives largely listed as inhibitors; 230,000 tested, 1.6% active; AID 2147; active means well fitted inhibition curve with a large enough effect, not every such curve was filed as active; inconclusive means small, poorly fitted or top-dose-only effect, or another doubt; inactive means no such curve, though single readings can be large or run the other way;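 further: 0% = wells with enzyme and -100% = buffer wells without enzyme; nearly all actives have a fitted effect of over 50% in size; many of its hits are not listed in these tables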
GoLoco inh red: RGS12 GoLoco-Gai1 interaction inhibition; Gai1:RGS12 GoLoco peptide FP, rhodamine, 10 min; 230,000 tested, 0.44% active; Potency, µM (top dose mostly 61.6 µM), for inactives: at the top dose activity, negative = inhibition, most hits filed as inhibitors; active means well fitted inhibition curve with a large enough effect, not every such curve was filed as active; inactive means no such curve, though single readings can be large or run the other way; further: on the % scale 0 is the no-effect control and ±100 the full control effect; nearly all actives have a fitted effect of over 30% in size; many of its hits are not listed in these tables
Target sequence (P63096 whole entry, looked up): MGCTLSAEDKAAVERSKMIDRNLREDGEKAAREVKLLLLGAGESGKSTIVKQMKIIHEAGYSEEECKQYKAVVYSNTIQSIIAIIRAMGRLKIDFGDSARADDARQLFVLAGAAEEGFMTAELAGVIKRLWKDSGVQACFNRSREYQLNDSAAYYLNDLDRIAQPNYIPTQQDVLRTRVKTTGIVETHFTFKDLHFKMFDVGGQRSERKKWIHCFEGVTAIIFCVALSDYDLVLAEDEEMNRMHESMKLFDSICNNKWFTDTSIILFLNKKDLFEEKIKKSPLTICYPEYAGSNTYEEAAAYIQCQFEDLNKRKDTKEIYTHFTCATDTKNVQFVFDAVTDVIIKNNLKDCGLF
SMN2 splice up: increases expression of the SMN2 splice variant. HEK293 SMN2-luciferase splicing reporter, luminescence, 30-36 h. Potency, µM (top dose mostly 46.1 µM), without a hit: top-dose activity change, positive = activation, actives largely listed as activators. 210,000 tested, 2.8% active; further: % of control where 0% means no effect; nearly all actives have a fitted effect of over 55% in size
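qHTS luciferase splicing reporter: luminescence rises when SMN2 exon 7 is included in transfected HEK293 cells. Compound exposure lasted 30-36 h at 37C, with 4.5 mM final sodium butyrate as control, followed by a ONE-Glo read.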
ALDH1A1 inh: blocks purified human ALDH1A1 activity. P00352. Purified ALDH1A1, NADH fluorescence, propionaldehyde substrate. Potency, µM (highest dose often 75.3 µM), inactives show at the top dose activity, negative = inhibition, actives largely listed as inhibitors. 220,000 tested, 7.3% active; active means well fitted inhibition curve with a large enough effect, not every such curve was filed as active; inconclusive means small, poorly fitted or top-dose-only effect, or another doubt; inactive means no such curve, though single readings can be large or run the other way;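 further: plate controls were no enzyme wells and a reference inhibitor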
aGlu spleen mod: lysosomal alpha-glucosidase (human) modulation; P10253; human spleen homogenate, 4-MU-alpha-glucoside fluorescence; Potency, µM (titrated, usually from 79.9 µM), without a hit: at the highest dose activity change, negative = inhibition, hits mostly inhibitors; 240,000 tested, 0.006% active;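 further: 0% = enzyme with vehicle and -100% = no enzyme basal signal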
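Human spleen homogenate (1 ug) incubated with compounds and 1 mM 4-methylumbelliferyl-alpha-D-glucopyranoside in pH 5.0 citrate/phosphate buffer, 37 C, 40 min. Stopped at pH 10; 4-MU fluorescence (Ex 365/Em 440 nm); AC50 by Hill fit.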
aGal spleen mod: alpha-galactosidase A (human) modulation | P06280 | human spleen homogenate, 4MU-alpha-Gal fluorescence, 40 min | Potency, µM (doses to about 80 µM), for the others: top-dose activity change, negative = inhibition, usual class: inhibitors | 240,000 tested, 0.008% active;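 further: 0% = enzyme with vehicle and -100% = no enzyme basal signal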
Target sequence (P06280 32-429 limits assumed): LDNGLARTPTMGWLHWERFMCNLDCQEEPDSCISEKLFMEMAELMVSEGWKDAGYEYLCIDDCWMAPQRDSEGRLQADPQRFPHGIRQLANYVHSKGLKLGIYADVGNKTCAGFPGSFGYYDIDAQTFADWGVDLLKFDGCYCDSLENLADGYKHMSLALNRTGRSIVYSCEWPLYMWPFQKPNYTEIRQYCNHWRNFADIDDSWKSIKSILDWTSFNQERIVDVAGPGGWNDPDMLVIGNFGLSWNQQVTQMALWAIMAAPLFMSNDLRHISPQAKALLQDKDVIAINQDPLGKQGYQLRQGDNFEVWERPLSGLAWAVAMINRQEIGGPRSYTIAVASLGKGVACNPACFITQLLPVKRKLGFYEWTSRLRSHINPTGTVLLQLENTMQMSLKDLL
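Human spleen homogenate (1 ug) was the enzyme source, with 4-methylumbelliferyl-alpha-D-galactopyranoside (1 mM final) in pH 5.0 citrate buffer with 0.01% Tween-20. Compounds were titrated; after 40 min at 37C, NaOH/glycine stop, 4-MU fluorescence read; AC50 from Hill fits.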
GAA glycogen mod: inhibitors or activators of human alpha-glucosidase glycogen cleavage; P10253; recombinant GAA, glycogen substrate, Amplex Red glucose oxidase fluorescence; Potency, µM (top dose mostly 76.4 µM), inactives show at the top dose activity change, negative = inhibition, usual class: inhibitors; 300,000 tested, 0.38% active;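 further: 0% = full enzyme reaction and -100% = no-enzyme basal signal; the screen sought inhibitors and activators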
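qHTS, 1536-well; enzyme 4 nM final; cpd up to 77 uM; substrate bovine liver glycogen 30 ug; 50 mM citrate/phosphate pH 5.0, 0.01% Tween-20; 37 C, 40 min; Amplex Red detection 45 min RT; Hill fit → AC50.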
GAA inh: inhibitors of human lysosomal alpha-glucosidase. P10253. purified human GAA, 4-MU-alpha-glucoside fluorescence. AID 1466. 200,000 tested, 0.005% active. Potency, µM (titrated, usually from 76.9 µM), for the others: top-dose activity change, negative = inhibition, usual class: inhibitors;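 further: plate controls were uninhibited enzyme wells for no effect and no-enzyme background for full effect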
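Read-out is 4-methylumbelliferone fluorescence (Ex 365/Em 440 nm) after NaOH/glycine stop at pH 10. Enzyme 4 nM, substrate 400 uM, pH 5.0 citrate buffer, 20 min room temperature; AC50 from Hill-equation concentration-response.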
* hit, by the source's call; u = inconclusive; x = not tested or not shown; & = joins results of further samples; ! = not confirmed by another sample; [ ] = remark or other dose. Unless noted, the call rests on the fitted dose curve; in most records, active means well fitted curve in the direction sought with a large enough effect; inconclusive means small, poorly fitted or top-dose-only effect, or another doubt; inactive means no such curve, though single readings can be large; an effect the other way counts as inactive or inconclusive. Potency means the concentration at half of the fitted maximal effect. These rows are one share of the data. The share of hits here may be higher or lower than overall.

| Structure | JMJD2E inh | GoLoco inh red | SMN2 splice up | ALDH1A1 inh | aGlu spleen mod | aGal spleen mod | GAA glycogen mod | GAA inh |
| --- | --- | --- | --- | --- | --- | --- | --- | --- |
| NCC(CP(=O)(O)O)c1ccc(Cl)cc1 (stereo not given) | 1% | 4%&2% | u | 4%&-2% | -11%&-6% | 2%&-1% | x | x |
| C=CCSC1=N/C(=C\c2cc(OC)c3c(c2)OCO3)C(=O)S1 | -12% | -10% | -4% | u | 2% | 3% | -4% | 4% |
| CN1CCN(C(=S)c2ccc([N+](=O)[O-])cc2)CC1 | -3% | 9% | -16% | u | -4% | 0% | 6% | 8% |
| Cc1cc(OCC(=O)OC(C)C)c2c3c(c(=O)oc2c1)CCCC3 | u | 1% | -17% | u | -3% | 0% | 3% | -1% |
| CN(C)CC1CSCCC1(O)c1ccc(C(F)(F)F)cc1 (stereo not given) | -1% | 9% | -8% | 1% | -9% | 0% | 11% | u |
| COc1cccc(CCNCc2ccc(SC)cc2)c1 | u | -1% | 25% | u | -12% | -7% | 11% | -1% |
| CCOC(=O)c1ncn2c1CN(C)C(=O)c1cc(N=[N+]=[N-])ccc1-2 | -4% | -6% | 7% | u | -3% | -7% | x | x |
| Cc1cccc(N2C(=O)NC(=O)/C(=C/c3ccc(N4CCOCC4)cc3)C2=O)c1 | u | 128%[activator] | 4% | 11µM* | -7% | -14% | -4% | -10% |
| C=CCOC(=O)C1=C(C)OC(N)=C(C(=O)OCC)C12C(=O)N(CC(N)=O)c1ccccc12 (stereo not given) | -1% | -20% | -1% | -7% | -7% | 1% | 2% | -17% |
| O=C(Nc1c(F)cc(F)cc1F)c1cccn(Cc2ccccc2)c1=O | 4% | 4% | -30%[inhibitor] | -8% | -2% | 3% | -6% | -11% |
| C1=CC2C3C=CC(C3)C2C1 (stereo not given) | x | -6% | -24% | 22µM* | 22% | 5% | x | x |
| O=[N+]([O-])c1ccc(O)c([N+](=O)[O-])c1 | -26% | 3%&-7% | -91%&-16%[inhibitor] | u | -5%&-4% | -2%&3% | x | x |
| CC(C)(C)C(=O)C1C(=O)c2ccccc2C1=O | x | 10µM* | -5% | 16µM* | 0% | -7% | x | x |
| OCCCBr | x | 0% | 4% | -7% | -9% | 5% | x | x |
| Cc1cccc(N2C(=O)NC(=O)/C(=C\c3ccc4c(c3)CCCN4Cc3ccccc3)C2=O)c1 | u | -35% | -42%[inhibitor] | 0.18µM* | -6% | -1% | 6% | 4% |
| CCOC(=O)C(NS(=O)(=O)c1ccc(C)cc1)(C(F)(F)F)P(=O)(OCC(C)C)OCC(C)C (stereo not given) | -13% | 8% | 2% | u | 8% | -6% | -8% | 7% |
| Oc1cc(Cl)c(Cl)cc1Cl | x | -13% | -7% | -2% | 7% | 8% | x | x |
| CC(=NCCCO)c1c(O)[nH]c(=O)[nH]c1=O | 5% | 0% | x | 12% | 8% | 8% | 4% | -20% |
| O=C(COc1ccc(Br)cc1)N1CCN(C2CCCC2)CC1 | 6% | -3% | 24% | 7% | 1% | 9% | 0% | -19% |
| CN1C[C@H](CO)C=C2c3cccc4[nH]cc(c34)C[C@@H]21 | u | 1%[21.6 µM] | -9%[20.6 µM] | u | 3%[29.1 µM] | -4%[29.1 µM] | x | x |
| O=C(Oc1ccccc1)N1CCC2(CCN(Cc3ccncc3)CC2)CC1 | x | 6% | -23% | -6% | 2% | -5% | x | x |
| O=Nc1ccc(Nc2ccccc2)cc1 | x | 11% | 3% | 0.063µM* | 13% | 8% | x | x |
| CSc1nc(NC(C)C)nc(NC(C)C)n1 | 8% | 3% | 0% | 8% | 4% | -3% | x | x |
| NC(CCCCCP(=O)(O)O)C(=O)O (stereo not given) | -2% | 15% | 8% | 6% | -3% | -1% | x | x |
| O=C(c1ccc(N2CCCCCC2)c([N+](=O)[O-])c1)N1CCC2(CC1)OCCO2 | -2% | 0% | -60%[inhibitor] | 11µM* | 4% | 6% | 9% | -9% |
| Cc1ccc(Cn2c(C)c3cnn(CC(=O)N4CCC5(CC4)OCCO5)c(=O)c3c2C)cc1 | u | 1% | -101%[inhibitor] | 6% | -5% | -6% | -1% | 0% |
| Cc1cc(=O)n(-c2ccccc2Cl)[nH]1 | u | -11% | -18% | 17% | -8% | -11% | -14% | -7% |
| CN1CCN(C(=O)COc2ccc(N(C)S(=O)(=O)c3ccc(F)cc3)cc2)CC1 | -1% | 11% | -2% | 14% | 3% | -2% | -6% | 9% |
| Cc1cccc(-c2noc(-c3ccc4c(c3)OCO4)n2)c1 | -2% | 11% | x | 2% | -3% | -10% | 8% | u |
| CC(=O)Nc1ccc(OC(=O)N(C)c2ccccc2)cc1 | 6% | -25% | 20% | 6% | -3% | -2% | 6% | 12% |
| CCCCn1c(O)c(C(C)=NCCN2CCCCC2)c(=O)[nH]c1=O | -1% | 16% | -8% | u | 4% | -15% | 2% | 1% |
| O=C1NC(=O)C(=Cc2ccc(-c3ccccc3[N+](=O)[O-])o2)C(=O)N1 | 20µM* | 7% | x | x | -3% | -12% | 0% | x |
| O=C(CSC1c2ccccc2-c2ccccc21)N/N=C/c1ccc(C(=O)O)cc1 | -2% | 5% | 28% | u | -5% | -3% | 8% | 4% |
| CC(=O)c1cc(C(C)=O)c(C)[n+](C)c1C | u | 2% | x | 13% | 1% | -3% | 7% | -11% |
| O=c1[nH]c(=O)n(C2CCCCCC2)c(O)c1C=NCCCN1CCOCC1 | -1% | 5% | -1% | u | 0% | 1% | -4% | -6% |
| O=C(NCNC(=O)N[C@H]1C(=O)NC(=O)N1CO)N[C@H]1C(=O)NC(=O)N1CO | 6%[25.5 µM] | 6%[21.6 µM] | -4%[20.6 µM] | 7%[20.9 µM] | -1%[29.1 µM] | -3%[29.1 µM] | x | x |
| CC(NCc1ccc(Cl)cc1Cl)C(O)c1ccccc1 (stereo not given) | 10% | -6% | -2% | -1% | -6% | 2% | -10% | 12% |
| NNS(=O)(=O)c1ccc(Sc2ccccn2)c([N+](=O)[O-])c1 | -8% | -3% | x | u | 2% | 4% | -14% | -5% |
| O=C1C=CC(=O)C=C1 | -11% | 1.8µM*! | -16%&0% | u | 1%&2% | 5%&-5% | x | x |
| c1ccc2c(c1)-c1cccc3c1c-2cc1ccccc13 | x | -113% | -2% | u | 8% | 9% | x | x |
| Cc1ccc2c(c1)C1CN(C)CCC1N2C(=O)c1ccc(Br)o1 (stereo not given) | -3% | 22% | -9% | 22µM* | -10% | -24% | 7% | 1% |
| Nc1nonc1C(=O)N/N=C/c1ccc([N+](=O)[O-])o1 | -5% | 17% | -13% | 13µM* | -4% | 2% | -10% | -7% |
| COC1C(O)C(OC2CC[C@]3(C=O)C4C(OC(C)=O)C[C@@]5(C)C(C6=CC(=O)OC6)CC[C@]5(O)C4CC[C@]3(O)C2)OC(C)C1OC(C)=O (stereo not given in full) | 10% | 1% | -5% | 12% | 15% | 9% | x | x |
| Cc1oc(-c2ccccc2)nc1CN1C(=O)C(C)N=C(c2ccccc2F)c2cc(Cl)ccc21 (stereo not given) | 4% | 0% | -27% | -4% | 4% | 10% | -12% | -11% |
| O=c1cc(CN2CC=C(c3ccccc3)CC2)c2c(ccc3ccccc32)o1 | u | 12% | -9% | -4% | -4% | 6% | 15% | -4% |
| CC1O[C@@H](OC2CC(O)[C@@]3(CO)C4C(O)C[C@@]5(C)C(C6=CC(=O)OC6)CC[C@]5(O)C4CC[C@]3(O)C2)C(O)C(O)C1O (stereo not given in full) | 3% | 1% | -104%[inhibitor] | 0% | -11% | -4% | x | x |
| CN(C)C1(c2nnnn2CCOC(=O)Nc2ccc(Cl)cc2)CCCCC1 | -2% | -6% | -15% | u | -27% | 1% | -13% | -4% |
| CNC(=O)O/N=C(/C)SC | -2% | 0% | 2% | -3% | -11% | 3% | x | x |
| CC(=NCC1CCCO1)c1c(O)n(-c2ccc(Cl)cc2)c(=O)[nH]c1=O (stereo not given) | -2% | 5% | 23% | u | 2% | 0% | 7% | -11% |
| Nc1ccc([N+](=O)[O-])cc1[N+](=O)[O-] | x | 6% | -14% | -10% | 10% | 10% | x | x |
| Clc1nc(Cl)nc(Nc2ccccc2Cl)n1 | x | -4% | 6% | -1% | -5% | 5% | x | x |
| Ic1c(C2=CCCCC2)[se]c2ccccc12 | x | 5%[88.7 µM] | x | 0% | 1%[119 µM] | -9%[119 µM] | x | x |
| CN1CCN(c2cc(N3CCNCC3)ccc2[N+](=O)[O-])CC1 | -2% | -8% | -15% | -9% | -1% | 2% | 6% | -1% |
| CCOP(=O)(OCC)C(O)c1ccc(OC)cc1OC (stereo not given) | 2% | 8% | 17% | -3% | 1% | 6% | -1% | 4% |
| CN1C(=O)C(=Cc2ccc(N3CCOCC3)o2)C(=O)N(C)C1=S | -1% | 254%[activator] | -1% | 2% | 4% | 7% | -4% | 0% |
| Cc1ccc(C)c(N)c1 | x | 1% | -2% | u | -2% | -1% | x | x |
| Cc1cc(N=Nc2ccccc2C)ccc1N | x | 8% | 14µM* | 2% | -15% | -12% | x | x |
| [O-][Br+2]([O-])O | x | 8%&2% | -4%&-2% | u | -3%&3% | -11%&4% | x | x |
| CC(=O)C1C2c3ccccc3O[C@@]1(C)N=c1s/c(=C/c3ccoc3)c(=O)n12 (stereo not given in full) | 6% | 22% | 0% | -10% | -4% | 0% | 4% | u |
| CCCN1CCCC2Cc3nc(N)ncc3CC21 (stereo not given) | x | -2% | 7% | 12% | 0% | -15% | x | x |
| O=C(O)CCn1cc(C=C2C(=O)NC(=S)NC2=O)c(-c2ccccc2)n1 | 1% | 28µM* | 11% | 1.1µM* | 11% | 4% | 5% | 5% |
| Cc1cc(C)nc(N2Cc3ccccc3C2=N)n1 | 5% | -3% | -2% | -1% | -1% | -3% | 1% | 1% |
| CCCSP1(=S)NCCCO1 (stereo not given) | 1% | 1% | -13% | -8% | -8% | -3% | -17% | 2% |
